Screening results from PubChem.
hERG WT inh – blocks the wildtype human KCNH2 potassium channel; 340,000 compounds, 0.37% hits; U2OS, BacMam KCNH2, thallium flux FluxOr; stronger effect = lower value; Q12809; activity change, % at 1.84 µM;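 active = maximum activity change below -70%; inconclusive = maximum activity change between -70% and -50%; inactive = maximum activity change above -50%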; note: % is set by controls: 0 for no effect and ±100 for the full control effect
Target sequence (Q12809 whole entry, looked up): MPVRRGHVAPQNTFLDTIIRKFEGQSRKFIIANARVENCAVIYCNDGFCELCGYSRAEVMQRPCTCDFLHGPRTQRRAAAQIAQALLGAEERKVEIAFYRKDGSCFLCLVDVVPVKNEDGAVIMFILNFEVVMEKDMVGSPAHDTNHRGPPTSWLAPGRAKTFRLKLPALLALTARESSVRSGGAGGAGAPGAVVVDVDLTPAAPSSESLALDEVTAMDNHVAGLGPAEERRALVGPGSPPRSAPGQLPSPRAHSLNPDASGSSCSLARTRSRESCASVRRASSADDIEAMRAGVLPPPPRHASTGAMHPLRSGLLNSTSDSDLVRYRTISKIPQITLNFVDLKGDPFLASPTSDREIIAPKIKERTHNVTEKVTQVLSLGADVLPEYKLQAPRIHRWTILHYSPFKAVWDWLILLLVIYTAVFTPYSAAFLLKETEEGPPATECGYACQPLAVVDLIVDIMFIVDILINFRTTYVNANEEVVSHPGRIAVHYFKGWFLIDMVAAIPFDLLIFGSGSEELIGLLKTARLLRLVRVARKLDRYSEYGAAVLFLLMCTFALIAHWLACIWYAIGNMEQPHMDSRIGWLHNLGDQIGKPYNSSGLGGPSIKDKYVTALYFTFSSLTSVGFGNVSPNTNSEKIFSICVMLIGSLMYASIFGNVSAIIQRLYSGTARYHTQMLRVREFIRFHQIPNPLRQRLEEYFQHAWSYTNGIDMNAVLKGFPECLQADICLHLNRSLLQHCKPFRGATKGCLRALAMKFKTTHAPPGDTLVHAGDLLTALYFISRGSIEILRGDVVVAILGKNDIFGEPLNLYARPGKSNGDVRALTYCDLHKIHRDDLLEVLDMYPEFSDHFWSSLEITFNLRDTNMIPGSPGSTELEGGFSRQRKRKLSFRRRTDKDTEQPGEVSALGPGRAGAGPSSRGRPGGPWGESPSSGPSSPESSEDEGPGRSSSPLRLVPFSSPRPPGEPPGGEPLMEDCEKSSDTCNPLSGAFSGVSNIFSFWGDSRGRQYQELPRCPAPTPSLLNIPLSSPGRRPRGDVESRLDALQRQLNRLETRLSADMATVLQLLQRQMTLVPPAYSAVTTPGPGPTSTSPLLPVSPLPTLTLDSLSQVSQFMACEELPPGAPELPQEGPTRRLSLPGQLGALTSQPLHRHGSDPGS
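U2OS cells transduced with wild-type KCNH2 virus are loaded with FluxOr dye for 45 min, and thallium flux is measured in kinetic reads before and after stimulation buffer. Rate constants are normalized to DMSO controls.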
TCR activator – T cell receptor activation | primary human leukocytes, anti-CD3, IL-2 HTRF, 48 h | Potency, µM (highest dose often 9.22 µM), inactives show at the top dose activation of IL-2 secretion, usual class: activators | 330,000 tested, under 10 active; active = well fitted activation curve with a large enough effect; inconclusive = small, poorly fitted or top-dose-only effect, or another doubt; inactive = no such curve, though single readings can be large or run the other way; note: % of control where 0% means no effect
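Primary human leukocytes were stimulated with a-CD3 beads plus compounds for 48 hr without co-stimulation; secreted IL-2 was quantified by HTRF using a-IL-2-K (europium cryptate) and a-IL-2-d2, excited at 320nm with acceptor emission read at 665nm.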
Giardia kill – kills Giardia lamblia; 340,000 compounds, 0.15% hits; Giardia lamblia trophozoite viability; activity change, % at 7.66 µM, hits read low; in the data active = activity change below about -80%; inconclusive = between about -30% and that limit;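 note: parasites exposed to compound for two days anaerobically before the ATP read; % is set by controls: 0 for no effect and ±100 for the full control effect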
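Killing of trophozoites was scored by loss of ATP luminescence after a 48 hrs anaerobic exposure to compounds at 37 deg C, using 100 cells per well.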
* hit, by the source's call; ? = inconclusive; [ ] = remark or other dose.

Sequence of screens – hERG WT inh, Giardia kill, TCR activator
COC(=O)c1ccc2ccccc2n1
    -5, -2, 2%
NC(=O)C1(N2CCCC2)CCN(Cc2ccccc2)CC1
    76, 8, 0%
Cc1ccc(N2CC(C(=O)Nc3ccccc3C(=O)NC3CCCCC3)CC2=O)cc1C (stereo not given)
    -8, 22, 2%
O=C1c2ccccc2NC(c2ccccc2)N1Cc1ccccc1 (stereo not given)
    4, 5, 0%
O=C(NCCNCc1cccc(Cl)c1)c1ccco1
    -4, 20, 1%
CN(Cc1ccccc1F)C(=O)c1cccc(NC(=O)CC2SC(N3CCCCC3)=NC2=O)c1 (stereo not given)
    -7, -10, 0%
Nc1nc(SCc2cccnc2)c2ncn(C3OC(CO)C(O)C3O)c2n1 (stereo not given)
    -9, -18, 15%
Cc1ccc(CNn2cn[nH]c2=S)cc1
    0, 1, -1%
COc1ccccc1CNS(=O)(=O)CCNC1CC1
    -11, 3, 4%
CCNC(=S)NCc1ccc(Cl)cc1
    -2, 5, 2%
C=C1CCN([C@@H](CC(C)C)C(=O)NN2CCOCC2)S(=O)(=O)c2ccccc21
    -11, 1, 8%
CCCOc1c(Br)cc(C(=O)OCc2cc(=O)n3ccsc3n2)cc1OC
    -10, 4, 0%
CCN(CC(=O)Nc1ccc(NC(C)=O)cc1)C(=O)c1ccc(N(C)S(=O)(=O)c2ccc(C)cc2)cc1
    4, 1, 1%
Cc1cc(=O)[nH]c2c(C)cc(S(=O)(=O)N3CCOCC3)cc12
    3, -18, 5%
Nc1nc(=S)c2[nH]c(=S)[nH]c2[nH]1
    -2, -7, -4%
COc1cc(/C=C/C(=O)OCC(=O)N2CCN(S(=O)(=O)c3ccc(C)cc3C)CC2)ccc1OC(F)F
    2, -9, -1%
Cc1cc(NC(=O)C(C)SCC(=O)Nc2cccc(S(=O)(=O)N3CCCCCC3)c2)no1 (stereo not given)
    -11, -30, 1%
Cc1cccc(N(CC(=O)N/N=C/c2ccc(C(=O)O)cc2)S(=O)(=O)c2ccccc2)c1C
    -1, -1, -3%
Cc1cccn2c(=O)c3cc(C(=O)NCc4ccc(F)cc4)c(=N)n(CCCN4CCOCC4)c3nc12
    -3, -13, -2%
Cc1cc(-c2ccccc2)nc(N/N=C/c2ccc(N(C)C)cc2)n1
    -2, -10, -2%
CCCCSc1nc(N)nc2c1ncn2C1OC(CO)C(O)C1O (stereo not given)
    13, 4, -4%
CC1=CC2C(C3C=CC2(C)C(=O)C3(C)O)C(C)(O)C1=O (stereo not given)
    -23, -24, 0%
O=C(Cc1ccc(Cl)cc1)NCCc1c[nH]c2ccccc12
    -11, 7, 1%
COc1ccc(N2CCN(C(=O)COC(=O)[C@@H](NC(=O)c3c(F)cccc3F)C(C)C)CC2)cc1
    -3, ?, -3%
NN=C1c2ccccc2-c2ccc(N)cc21
    -8, -26, 1%
Cc1ccn2c(C(=O)N/N=C\c3ccccc3[N+](=O)[O-])c(C)nc2c1
    -6, -2, -3%
O=[N+]([O-])c1ccc(Cl)cc1NCc1cccnc1
    -5, -4, -21%
O=C(OCCOc1ccccc1F)c1cc(S(=O)(=O)N2CCOCC2)ccc1F
    -2, -11, -2%
Nc1o[nH]c(=O)c1C1CCCCC1
    1, -10, 2%
C(=C1c2ccccc2-c2ccccc21)c1ccncc1
    -9, -4, 2%
COc1cccc(N2[C@@H](CC(=O)O)c3ccccc3S2(=O)=O)c1
    10, 3, 0%
CCn1c(SCC(=O)N2CCC(C(N)=O)(N3CCCCC3)CC2)nc2ccccc2c1=O
    -3, -10, -1%
COCCCN(C(=O)CSc1nc2ccccc2c(=O)n1C)c1c(N)n(Cc2ccccc2)c(=O)[nH]c1=O
    -1, 15, -6%
COc1ccc(C(CC(=O)O)c2cc(OC)c(OC)c(OC)c2)cc1OC (stereo not given)
    -3, 11, -1%
COc1ccc2ccc3cccc[n+]3c2c1
    -12, 1, -20%
C#CCN1C=CC(=O)[C@@H](O)[C@H]1c1ccccc1Br
    -1, 4, -5%
C#CC(=O)CC1(CN(Cc2ccccc2)C(=O)OC(C)(C)C)CCCCC1
    -5, -4, -41%
CCN1C[C@@H]2[C@@H]3C(=O)N(Cc4ccccc4)C(=O)[C@@H]3[C@](CC)(C1=O)N2C(=O)c1ccc(Br)cc1
    -4, -12, -4%
CC(C)(C)OC(=O)N(CCc1ccccc1)Cc1ccc(OCc2cccc(NC(=O)c3ccccc3)c2)cc1
    -26, -1, 2%
CCOc1ccc2c(ccc(/C=C/c3cc(C)c4cccnc4c3O)[n+]2C)c1
    23, -23, 13%
NCC(=O)NCC(=O)NC[C@H]1O[C@@H](n2ccc(=O)[nH]c2=O)[C@H](O)[C@@H]1O
    -4, -4, -4%
CC(C)(C)S(=O)(=O)N1Cc2cc(CO)cc(CCO)c2[C@@H]1CCO
    -5, 18, -6%
Cc1ccc(S(=O)(=O)NC(C)C(=O)NCc2ccc(Cl)cc2)cc1 (stereo not given)
    -4, 28, -2%
O=C(NCCCN1CCOCC1)c1ccc(Cl)c([N+](=O)[O-])c1
    -8, -9, 2%
COc1cc(OC)c(C=CC(=O)c2ccccc2O)c(OC)c1
    -5, 5, 8%
CC(=O)c1ccc2c(c1)CCN2
    -7, 17, -2%
Cn1c(=O)c(C(=O)c2ccc(S(C)(=O)=O)c(Cl)c2Cl)c(O)c2ccccc21
    5, -2, -13%
O=C(NCCc1ccccc1)c1cccc(NC(=O)c2ccccc2)c1
    -29, -24, 2%
C=CC(=O)N1c2ccccc2Sc2ccc(NC(=O)OCC)cc21
    4, 34[activator], -15%
O=C(O)CSCC(=O)Nc1ccccc1
    7, 18, 24%

Among those listed so far, these contain a tert-butyl group:
Sequence of screens – hERG WT inh, Giardia kill, TCR activator
C#CC(=O)CC1(CN(Cc2ccccc2)C(=O)OC(C)(C)C)CCCCC1
    -5, -4, -41%
CC(C)(C)OC(=O)N(CCc1ccccc1)Cc1ccc(OCc2cccc(NC(=O)c3ccccc3)c2)cc1
    -26, -1, 2%
CC(C)(C)S(=O)(=O)N1Cc2cc(CO)cc(CCO)c2[C@@H]1CCO
    -5, 18, -6%

Going on with the list:
Sequence of screens – hERG WT inh, Giardia kill, TCR activator
COc1cc2c3c(c1OC)-c1cc4c(cc1CC3(C#N)N(C(=O)c1ccccc1)CC2)OCO4 (stereo not given)
    -19, -1, -1%
O=C(Nc1ccccc1)OCCNC1CCCCC1
    17, ?, -2%
CC(C)C[C@H]1CN([C@@H](CC(C)C)CN2CCC[C@@H]2CN2C(=O)C(=O)NC[C@@H]2Cc2ccccc2)C(=O)C(=O)N1CCc1ccccc1
    -45, 11, 3%
CN(C)c1ccc(C=c2c3cc(O)ccc3n3c2cc(-c2ccccc2)[n+]3C)cc1
    -7, 0, 5%
O=C(CSc1ncnc2c1oc1ccccc12)N1CCN(c2ccccc2)CC1
    -8, -6, 5%
CN(C)C(=O)c1ccc(NC(=O)c2cccc(S(=O)(=O)N3CCN(Cc4ccccc4)CC3)c2)cc1
    -14, 13, 0%
COc1cccc(OC)c1C(=O)Nc1sc2c(c1C(N)=O)CCCC2
    5, -11, 1%
O=C(N/N=C/C=C/c1ccco1)C(O)c1ccccc1 (stereo not given)
    -40, 7, -3%
COC(=O)c1ccc2cc(OC)cc([N+](=O)[O-])c2n1
    -5, ?, -8%
Cc1cccc(C(=O)Nc2nnc(SCC(=O)NCc3ccco3)s2)c1
    22, -8, -4%
O=C(N/N=C/c1ccc(O)c(O)c1)C1CC1
    -2, ?, -3%
C/C=C/n1ccnc1CC(O)(c1ccccc1)c1ccc(C)cc1 (stereo not given)
    2, 2, 3%
COC(=O)c1ccccc1Nc1ccnc(Cl)n1
    -2, -10, 4%
c1ccc2c(c1)CNc1ccccc1-2
    -13, 7, 4%
O=c1c2ccccc2nc(/C=C/c2cc(Br)ccc2O)n1CCO
    2, 6, -4%
O=C(Cc1ccc(NC(=O)C2CCCN(C(=O)C3CCCCC3)C2)cc1)Nc1ccc(C(=O)N2CCOCC2)cc1 (stereo not given)
    2, -4, -4%
COC(=O)c1sccc1NC(=O)c1c(F)c(F)c(F)c(F)c1F
    -9, 6, -5%
CCOC(=O)Nc1ccc2c(c1)N(C(=O)CCN1CCN(CCO)CC1)c1ccccc1S2
    16, -16, 0%
C#CCOCCOCCOCCNc1nc(N2CCN(C(=O)Cn3cc(CCCN=C(N)N)nn3)CC2)nc(N2CCN(C(=O)Cn3cc(CC(C)O)nn3)CC2)n1 (stereo not given)
    -8, 9, -4%
CCC1(c2ccccc2)SC(=O)NC1=O (stereo not given)
    0, -1, 8%
COC(=O)CCC(C(=O)CN1C(=O)c2ccccc2C1=O)N1C(=O)c2ccccc2C1=O (stereo not given)
    -2, -9, -13%
Cc1cccc(OCCNC(=O)CCc2ccccc2)c1
    0, 12, 0%
CCOC(=O)C[C@H]1c2ccc(C(F)(F)F)cc2S(=O)(=O)N1C(C)C
    -9, 11, -2%
Fc1ccc(NC(=S)N2CCCC2)cc1
    8, 4, 6%
O=C(NC(=S)Nc1ccc(-c2ccccc2)cc1)c1ccccc1
    -1, 4, -3%
O=C(Nc1ccccc1F)Nc1cccnc1Cl
    7, -4, 0%
COC(=O)CCN1CCC2CC1c1cc(Cl)ccc12 (stereo not given)
    1, ?, 9%
Cc1cccc(NC(=O)c2ccc(S(=O)(=O)N(C)CC3CCCO3)cc2)c1C (stereo not given)
    7, 0, 0%
COc1ccc(N2CCN(C(=O)COC(=O)[C@@H](NC(=O)c3ccccc3Cl)C(C)C)CC2)cc1
    28, 16, 1%
OCC[C@H]1C[C@H](O)[C@@H](O)[C@]2(CCCO2)O1
    -10, -14, -5%
Cc1cc(-c2nc3cc(F)ccc3s2)ccc1N
    3, ?, -2%
COc1ccc(C(=O)Nc2ccc(C(=O)c3ccccc3)cc2)cc1
    -5, 33[activator], -4%
O=C1[C@@H]2[C@H](C(=O)N1CC(O)COCc1ccccc1)C1C=C[C@H]2C1 (stereo not given in full)
    3, -2, 12%
COc1cc(C(=O)NCC(c2ccco2)N2CCCC2)ccc1OCc1ccc(Cl)cc1Cl (stereo not given)
    2, 4, 0%
CN(CC(=O)Nc1ccc(Cl)c(C(F)(F)F)c1)C(=O)C1CCN(C(=O)c2ccc(Cl)cc2)CC1
    -43, -16, 4%
O=C(O)c1cccc2c1-c1c(cccc1[N+](=O)[O-])C2
    -8, -7, -3%
Oc1ccccc1-c1nnco1
    -2, 15, -2%
CC(NC(=O)Cn1cc([N+](=O)[O-])cn1)c1ccc(C(C)(C)C)cc1 (stereo not given)
    3, 9, 9%
COc1ccccc1C=NN=Cc1ccccc1OC
    18, -2, -1%
CC(C)CNS(=O)(=O)c1ccc(CCC(=O)NC2CCCCC2)cc1
    -3, -13, 5%
O=C(c1ccc(Cl)cc1)N1CCC2CC1c1cc(-c3ccccc3)ccc12 (stereo not given)
    0, 0, -1%
Nc1nc2c(nc(Br)n2[C@@H]2O[C@@H]3COP(=O)(O)O[C@H]3[C@H]2O)c(=O)[nH]1
    0, -9, 4%
CCN(CC)C(=O)Cn1c(=O)n(Cc2ccccc2Cl)c2c1c(=O)n(C)c(=O)n2C
    -8, -10, -1%
COc1ccc(NC(=O)c2cc(-c3ccc(C)o3)nc3ccccc23)c(OC)c1
    -27, ?, 0%
COc1ccc(OCC(=O)NCc2nc(-c3ccccc3)no2)cc1
    0, 32[activator], 1%
O=C(OCc1ccccc1)N(CCF)c1cn(Cc2ccccc2)c(=O)n(Cc2ccccc2)c1=O
    -4, 10, -4%
COCCn1c(SCc2ccc(C)cc2)nc2c1c(=O)[nH]c(=O)n2C
    -8, -8, 3%
CCCCn1c(N)c(N(CC(C)C)C(=O)c2cccc(S(=O)(=O)N(CC)c3ccccc3)c2)c(=O)[nH]c1=O
    2, -7, 1%
O=C(Nc1cccc(-c2nc3ncccc3o2)c1)c1ccc2c(c1)OCO2
    -3, 3, 11%
C1CCN2CC3CC(CN4CCCC[C@@H]34)[C@H]2C1
    14, -7, 7%

The list continues:
Sequence of screens – hERG WT inh, Giardia kill, TCR activator
Cn1cc(C2NC(=O)c3ccccc3N2)c2ccccc21 (stereo not given)
    4, -9, -2%
O=C(c1ccc(COc2ccc3c(c2)CCC3)o1)N1CCN(c2ccccc2)CC1
    -3, -6, -3%
CCOC(=O)Cn1c(=O)c2c(nc3n2CCCCN3c2ccc(OCC)cc2)n(C)c1=O
    24, -25, -8%
O=C(CN1CC(=O)Oc2ccccc21)OCC(=O)c1ccc(Br)cc1
    0, 4, -1%
COc1ccc(C(=S)N2CCN(c3ccccc3C)CC2)cc1OC
    -3, -1, 2%
Cc1nc(Nc2ncc3c(n2)CC(C)(C)CC3=O)nc2ccccc12
    34, 2, -12%
Cc1ccc(C(=O)Nn2cnnc2)cc1[N+](=O)[O-]
    4, -4, 2%
N#C[C@H]1C2OC2c2ccccc2N1C(=O)c1ccccc1 (stereo not given in full)
    -1, 24, 6%

2 of the compounds above, with bars between the fields.
SMILES | hERG WT inh | Giardia kill | TCR activator
O=C(CN1CC(=O)Oc2ccccc21)OCC(=O)c1ccc(Br)cc1 | 0 | 4 | -1%
O=C(c1ccc(COc2ccc3c(c2)CCC3)o1)N1CCN(c2ccccc2)CC1 | -3 | -6 | -3%

Only part of the results is shown; the hit share may differ from the screen's.
